# BCR signal inh: blocks chronic active B-cell receptor signaling; ABC-DLBCL IkBa-CBG/CBR reporter, luminescence ratio, 4 h; Potency, µM (doses to about 46.1 µM), for inactives: at the top dose ratio change, negative = lower green/red ratio, hits mostly inhibitors; 340,000 tested, 0.05% active; AID 493014; active = well fitted inhibition curve with a large enough effect in the signal ratio, with a control signal flat, not every such curve was filed as active; inconclusive = small, poorly fitted or top-dose-only effect, or effect the other way, or a change in a side signal; the % refers to the signal ratio;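 also: potency is read from the fitted curve at half-maximal effect; plate controls were basal doxycycline-induced cells for no effect and cells given 10 µM MG132 for full effect; MG132 reads +100%, hits lower the ratio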
#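 Cell line TMD8 (human ABC DLBCL), stably expressing tet-inducible CBG68-IkBa fusion and CBR; IMDM/0.5% FBS; cpd up to 46 uM; dox induction, 4 h, 37C/5% CO2; dual luminescence; green/red ratio; MG132 control.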
# KCNH2 WT inh: KCNH2 (human, wildtype) channel inhibition | U2OS, BacMam KCNH2, thallium flux FluxOr; active compounds read low | activity change, % at 1.84 µM | Q12809 | 340,000 tested, 0.37% active | AID 720551;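 active = maximum activity change below -70%; inconclusive = maximum activity change between -70% and -50%; inactive = maximum activity change above -50%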; also: % is scaled to controls: 0 for no effect and ±100 for the full control effect
#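 U2OS cells transduced with wild-type KCNH2 virus are loaded with FluxOr dye for 45 min, and thallium flux is measured in kinetic reads before and after stimulation buffer. Rate constants are normalized to DMSO controls.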
# Mito fusion yeast: inhibitors of mitochondrial division or activators of mitochondrial fusion. S. cerevisiae fusion-defective mutant growth rescue, CellTiterGlo 48 h. AID 485298. 320,000 tested, 0.23% active. Potency, µM (series often up to 46.1 µM), for inactives: top-dose growth rescue (activation), most hits filed as activators;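 also: potency is read from the fitted curve at half-maximal effect; % of control where 0% means no effect; nearly all actives have a fitted effect of over 45% in size; temperature-sensitive fusion mutants such as fzo1-1 at 37 °C on non-fermentable ethanol glycerol medium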
#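 S. cerevisiae fusion-defective temperature-sensitive mutants (e.g. fzo1-1, mgm1-5) grown 48 h at 37C in YPEG (ethanol/glycerol non-fermentable) medium with 23 nl compound per well; growth rescue read as CellTiterGlo luminescence.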
# GALK inh: inhibitors of human galactokinase; Potency, µM (titrated, usually from 57.5 µM), for inactives: at the top dose activity change, negative = inhibition, actives largely listed as inhibitors; Purified GALK, Kinase-Glo residual ATP luminescence; 270,000 tested, 0.007% active; P51570; also: potency is read from the fitted curve at half-maximal effect; % is scaled to controls: 0 for no effect and ±100 for the full control effect
#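 Human GALK (5 nM) with 35 uM ATP and 100 uM galactose in 20 mM HEPES pH 8.0, 5 mM MgCl2, 60 mM NaCl, 1 mM DTT, 0.01% BSA. After 1 h at room temperature, leftover ATP was read by Kinase-Glo Plus luminescence.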
# TSHR antagonist: antagonists of human thyroid stimulating hormone receptor; P16473; TSHR-expressing cells, TSH-stimulated cAMP HTRF, 2 h; active compounds read low; activity change, negative = inhibition, % at 11.5 µM; 330,000 tested, 0.2% active;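 active = activity change below a set negative limit, meaning inhibition stronger than a set level, cut at about -70% in these data; inconclusive = activity change between two set negative limits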; also: % is scaled to controls: 0 for no effect and ±100 for the full control effect
#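 Competitive HTRF cAMP read-out (cryptate anti-cAMP antibody, cAMP-d2; 30 min, room temperature) in freshly harvested TSHR cells. Compounds added before TSH at EC80 (4nM final), followed by 2 hours' incubation at 37 deg C.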
# PKM2 activator: increases activity of human pyruvate kinase M2; Potency, µM (highest dose often 57.5 µM), inactives show top-dose activation, usual class: activators; purified PKM2, Kinase-Glo ATP luminescence, activation; response scale: 0% is enzyme alone, no compound; AID 1631; 260,000 tested, 0.34% active; P14618; also: potency is read from the fitted curve at half-maximal effect; % is scaled to controls: 0 for no effect and ±100 for the full control effect; nearly all actives have a fitted effect of over 55% in size
#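 hPK-M2, >95% pure; 0.1 mM ADP / 0.5 mM PEP final; imidazole pH7.2 buffer w/ 7 mM MgCl2, 50 mM KCl; 1 h RT; Kinase-Glo lum. Intermediate enzyme activity for dual inhibitor/activator qHTS.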
# MBNL1 CUG block: MBNL1-poly(CUG) RNA binding inhibition | 280,000 tested, 0.036% active | TR-FRET MBNL1-His/biotin-(CUG)12 binding, 665/545 ratio | Q9NR56 | Potency, µM (series often up to 57.5 µM), inactives show at the highest dose activity change, negative = inhibition, usual class: inhibitors; active = well fitted inhibition curve with a large enough effect in the signal ratio, with a control signal flat, not every such curve was filed as active; inconclusive = small, poorly fitted or top-dose-only effect, or effect the other way, or a change in a side signal; inactive = no such curve, though single readings can be large or run the other way; the % refers to the signal ratio; also: potency is read from the fitted curve at half-maximal effect; % is scaled to controls: 0 for no effect and ±100 for the full control effect
# Target sequence (Q9NR56 whole entry, looked up): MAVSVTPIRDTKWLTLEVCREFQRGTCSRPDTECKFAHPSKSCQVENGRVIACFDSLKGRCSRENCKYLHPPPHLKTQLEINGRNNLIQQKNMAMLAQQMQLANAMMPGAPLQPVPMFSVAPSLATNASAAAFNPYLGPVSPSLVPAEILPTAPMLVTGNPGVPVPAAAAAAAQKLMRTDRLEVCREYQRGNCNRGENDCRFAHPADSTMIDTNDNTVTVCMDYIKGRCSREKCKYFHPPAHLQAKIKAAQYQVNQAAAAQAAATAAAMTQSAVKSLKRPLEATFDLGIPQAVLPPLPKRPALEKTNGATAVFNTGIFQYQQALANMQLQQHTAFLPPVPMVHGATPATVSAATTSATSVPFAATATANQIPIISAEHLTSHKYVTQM
#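 TR-FRET readout: Ex 340 nm, 665/545 nm emission ratio, normalized to buffer-only (basal) and MBNL1-(CUG)12 controls. Complex of MBNL1-His with Biotin-(CUG)12, compounds 92 nM–58 uM, incubated 60 min at room temperature.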
# Menin-MLL TR inh: displaces Texas Red mutant MLL peptide from human menin | Menin + Texas Red MLL mutant peptide, fluorescence polarization | 270,000 tested, 0.23% active | Potency, µM (titrated, usually from 61.6 µM), for the others: top-dose FP activity change, negative = inhibition, hits mostly inhibitors | AID 1768; active = well fitted inhibition curve with a large enough effect in the polarisation, with a control signal flat, not every such curve was filed as active; inconclusive = small, poorly fitted or top-dose-only effect, or effect the other way, or a change in a side signal; inactive = no such curve, though single readings can be large or run the other way; the % refers to the polarisation; also: potency is read from the fitted curve at half-maximal effect; % of control where 0% means no effect; many of its hits are not listed in these tables
# Eya2 inh: Eya2 (human) phosphatase inhibition; 330,000 tested, 0.006% active; recombinant Eya2, OMFP fluorescence dephosphorylation (OMFP is methylfluorescein phosphate); Potency, µM (doses to about 76.9 µM), inactives show top-dose activity, negative = inhibition, most hits filed as inhibitors; AID 488837; also: potency is read from the fitted curve at half-maximal effect; % is scaled to controls: 0 for no effect and ±100 for the full control effect
# Target sequence (O00167 whole entry, looked up): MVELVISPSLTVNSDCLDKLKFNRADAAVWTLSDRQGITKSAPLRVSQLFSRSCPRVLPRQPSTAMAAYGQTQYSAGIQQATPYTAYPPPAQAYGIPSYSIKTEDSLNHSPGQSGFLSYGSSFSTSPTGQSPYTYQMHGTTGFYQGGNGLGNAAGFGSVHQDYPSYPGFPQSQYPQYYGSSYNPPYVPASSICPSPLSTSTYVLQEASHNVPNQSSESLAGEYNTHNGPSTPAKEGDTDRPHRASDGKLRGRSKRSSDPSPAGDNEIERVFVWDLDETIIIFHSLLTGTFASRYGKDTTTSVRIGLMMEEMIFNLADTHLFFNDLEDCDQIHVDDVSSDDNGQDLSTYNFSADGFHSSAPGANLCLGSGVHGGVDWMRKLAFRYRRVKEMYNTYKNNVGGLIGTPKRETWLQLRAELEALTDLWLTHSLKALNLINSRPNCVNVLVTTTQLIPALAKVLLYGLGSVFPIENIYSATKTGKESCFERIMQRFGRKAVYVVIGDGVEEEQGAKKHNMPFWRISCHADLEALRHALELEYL
#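 Eya2 (0.2 uM) preincubated 10 min at ambient with compound, then OMFP substrate added at 50 uM; 10 min reaction in 50 mM HEPES pH 7.5, 50 mM NaCl, 5 uM MgCl2, 0.05% BSA, 1 mM DTT. Fluorescence read at Ex 485/Em 525 nm.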
# USP2a inh: USP2a (human) protease inhibition. O75604. USP2 core, Ub-CHOP2 coupled fluorogenic reporter, 485/531. Potency, µM (doses to about 38.3 µM), for the others: at the top dose activity change, negative = inhibition, actives largely listed as inhibitors. 330,000 tested, 0.01% active;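 also: potency is read from the fitted curve at half-maximal effect; plate controls were DMSO wells for no effect and full inhibition by NEM control for full effect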
#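 Deubiquitinase activity read as fluorescence (485/531 nm) after Ub-CHOP2 cleavage activates the enterokinase reporter on its substrate; USP2 core 10nM, Ub-CHOP2 and substrate 25nM each, 30min compound preincubation then 60min RT; data normalized to NEM, curves fitted.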
# S-ASM inh: human S-ASM enzyme inhibition; Potency, µM (series often up to 57.5 µM), without a hit: at the highest dose activity change, negative = inhibition, usual class: inhibitors; P17405; 340,000 tested, 0.006% active; AID 504937; placental ASM, HMU-PC fluorogenic substrate, 60 min; also: potency is read from the fitted curve at half-maximal effect
#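 qHTS format. ASM enzyme prepared from human placenta hydrolyses the fluorogenic substrate HMU-PC0 (9 uM final) over 60 min at 37 °C after a 10 min compound preincubation.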
# * = called active by the depositor; u = inconclusive; x = not tested or not shown; & = joins results of further samples; [ ] = dose if it differs, or a comment. Unless noted, calls follow the shape of the dose curve; as a rule, active = well fitted curve in the direction sought with a large enough effect; inconclusive = small, poorly fitted or top-dose-only effect, or another doubt; inactive = no such curve, though single readings can be large; an effect the other way counts as inactive or inconclusive. This is a subset; rates above refer to the full screens.
SMILES,BCR signal inh,KCNH2 WT inh,Mito fusion yeast,GALK inh,TSHR antagonist,PKM2 activator,MBNL1 CUG block,Menin-MLL TR inh,Eya2 inh,USP2a inh,S-ASM inh
CCc1nnc(NC(=O)c2sc3nc4cc(C)ccc4cc3c2N)s1,-2%,-14,5%,1%,-5,-1%,40%[activator],u,15%,0%,-21%
COc1cccc(CC2(CO)CCN(Cc3cnc(N4CCOCC4)s3)CC2)c1,-5%,4,-5%,0%,1,0%,-10%,-22%,9%,-1%,6%
Cc1occc1C(=O)NCc1cccc(CNC(=O)c2ccoc2C)c1,-8%,6,0%,0%,0,6%,-4%,16%,8%,-2%,-4%
COC(=O)c1ccc(CNC(=O)C(C)N=C2NS(=O)(=O)c3ccccc32)cc1 (stereo not drawn),5%,2,-3%,x,-5,x,x,x,-7%,-2%,0%
Nc1ncnc2nc(Sc3ccc(Cl)cc3)[nH]c12,-10%,-6,4%,-3%,-2,-1%,-6%,17%,12%,0%,0%
COc1ccc(C(=O)N(CCCO)Cc2cc3c(C)ccc(C)c3[nH]c2=O)cc1OC,2%,-8,2%,0%,-3,-5%,-3%,-1%,0%,0%,0%
COc1ccc(OC)c(CCNC(=O)C2CCN(c3nnc(-n4cccc4)s3)CC2)c1,-9%,10,-2%,3%,-10,2%,-4%,-3%[11.7 µM],-2%,0%,-1%
Cn1c(C(=O)OCC(=O)NCCc2ccccc2)cc2sccc21,2%,11,16%,1%,-21,1%,-7%,u,9%,3%,0%
CC(=O)Nc1ccc(N(C(=O)c2ccco2)C(C(=O)NC2CCCC2)c2ccncc2)cc1 (stereo not drawn),1%,-1,-5%,1%,3,0%,0%,1%,3%,0%,0%
CSc1ccc(CN2CCN(S(=O)(=O)Cc3ccccc3)CC2)cc1,u,-5,-2%,7%,-8,8%,-4%,x,-22%,0%,3%
COc1ccccc1-n1cnnc1SCC(=O)N1CC(=O)Nc2ccccc21,-4%,-5,-8%,-2%,12,3%,0%,x,-18%,2%,4%
Cc1cc2ccccc2n1CCNC(=O)c1ccc(S(=O)(=O)N2CCCCC2)cc1,11%,11,1%,1%,28,14%,x,11%,-18%,-2%,4%
CCCCCCC(=O)N/N=C(\C)Cc1ccccc1,-4%,3,-4%,2%,2,0%,x,-12%,2%,5%,2%
O=C(/C=C/c1cccc(F)c1)Nc1ccc(S(=O)(=O)Nc2ncccn2)cc1,-29%,3,-1%,3%,-6,-1%,x,x,-9%,1%,1%
COCCNC(=O)C(c1ccc(C)cc1)N(C(=O)CCC(=O)Nc1ccccn1)c1ccc(F)cc1 (stereo not drawn),4%,1,10%,0%,6,x,5%,-21%,-5%,1%,1%
CN(Cc1ccco1)c1ncnc2ccc(-c3cccc(Cl)c3)cc12,-4%,x,15%,x,2,x,x,x,8%,2%,x
NC(=O)c1ccsc1NC(=O)COC(=O)CNC(=O)c1ccc(Cl)cc1,1%,12,x,x,-3,x,x,x,-12%,-1%,2%
CC(C)c1ccc(NC(=O)[C@@H](C)NC(=O)[C@@H]2Cc3ccccc3CN2)cc1,6%,13,0%,-5%,-4,x,-5%,x,3%,2%,0%
Nc1nccnc1C(=O)OCC(=O)c1ccc[nH]1,u,0,10%,x,x,x,x,x,9%,0%,x
NS(=O)(=O)c1ccc(NC(=O)COC(=O)c2cc(Cl)ccc2[N+](=O)[O-])cc1,1%,5,-3%,0%,3,-3%,u,x,18%,-9%,4%
CCN(CC)c1ccc(CNc2nc3ccccc3n2CC)cc1,-3%,15,-4%,5%,3,-1%,-3%,x,-2%,0%,2%
O=C(COC(=O)c1c[nH]c2ccccc12)Nc1ccccc1,u,-11,x,x,2,x,x,x,5%,4%,0%
CCCCn1c(N)c(N(CCC(C)C)C(=O)c2ccc(COc3ccccc3)o2)c(=O)[nH]c1=O,u,-7,4%,x,22,x,x,x,28%,2%,3%
CC1Oc2ccccc2N(CC(=O)NC2CCCCC2)C1=O (stereo not drawn),u,8,5%,-1%,-3,-3%,-1%,-8%,8%,1%,7%
Cc1cc(C)[n+](-c2ccc(C(C)C)cc2)c2[nH]c(=O)[nH]c(=O)c12,1%,1,-2%,x,-3,1%,62%[activator],2%,-3%,2%,x
Cc1nc(NC(=O)COc2ccc(Cl)cc2)sc1C(=O)N(C)C,-9%,x,-16%,-1%,-3,-5%,-18%,-15%,7%,2%,x
CCCOc1ccccc1/C=C1\SC(N2CCCCC2)=NC1=O,u,-6,0%,3%,-19,2%,13%,-22%,8%,-1%,6%
COc1ccc(-n2nnnc2SCC(=O)Nc2ccc(OC)cc2OC)cc1,-8%,-3,0%,5%,2,-1%,0%,-18%,5%,0%,-1%
O=C(C1=C(O)C(=O)N(CCN2CCOCC2)C1c1cccc(O)c1)c1cc2ccccc2o1 (stereo not drawn),2%,6,0%,-3%,11,3%,u,-11%,5%,0%,-2%
COc1ccccc1-c1cc(C(F)(F)F)nc(N2CCCC2)n1,11%,-7,1%,0%,3,-5%,2%,7%,13%,-8%,15%
COc1ccccc1-n1c(CNc2c(C)cccc2C)nnc1SCC(=O)N1CCOCC1,u,-5,-1%,-2%,-3,2%,0%,-26%,-3%,-1%,4%
CCN1C(=O)CC(N2CCC(Nc3ccc(F)cc3)CC2)C1=O (stereo not drawn),1%,-19,-2%,0%,9,-3%,9%,-11%,-19%,0%,3%
CCOC(=O)Cc1cc(=O)n2[nH]c(-c3ccccc3)c(-c3ccccc3)c2n1,-2%,15,3%,1%,0,-2%,5%,u,10%,-1%,7%
OC(CN1CCN(c2cccc(C(F)(F)F)c2)CC1)c1c[nH]c2ccccc12 (stereo not drawn),8%,17,0%,1%,36,-8%,-5%,62%[activator],5%,-6%,0%
COC(=O)Oc1ccc(/C=N/NC(=O)CN(c2ccccc2Cl)S(C)(=O)=O)cc1OC,u,2,-5%,1%,2,2%,20%,4%,-4%,2%,26%
Cn1c2ccsc2c2ncn(Cc3ccc(F)cc3)c(=O)c21,u,x,-1%,x,-4&14,x,x,x,-20%&-8%,0%&2%,-10%
Cc1ccc2nc(-c3ccc(SCC(=O)Nc4nc(C)cs4)nc3)[nH]c2c1,6%,-3,-3%,-1%,-12,-1%,10%,6%,-4%,2%,10%
O=c1c(-c2nnc(SCc3ccc(Cl)c(Cl)c3)o2)cccn1Cc1ccccc1,0%,-7,6%,-3%,-7,20%,4%,20%,8%,2%,x
Cc1c(CCO)sc[n+]1CC(=O)OCCC12CC3CC(CC(C3)C1)C2,-2%,-1,-1%,2%,-5,-3%,-8%,-14%,7%,-3%,0%
CCc1ccc(O)c(CNCCNCc2cc(CC)ccc2O)c1,u,-6,5%,x,1,x,x,x,12%,-1%,2%
Cc1ccc2cc(CN(Cc3ccco3)C(=O)C3CCCCC3)c(=O)[nH]c2c1C,-2%,1,-5%,0%,0,17%,-4%,u,1%,1%,-11%
CCC(=O)N1CCN(c2ccccc2NC(=S)NC(=O)c2cccc([N+](=O)[O-])c2)CC1,-1%,26,-7%,1%,-3,4%,u,-2%,1%,-1%,-1%
O=C(COC(=O)[C@@H]1CCCN1C(=O)c1cccs1)Nc1cccc(Cl)c1,0%,13,x,x,x,x,x,x,-26%,4%,-3%
CC(NC(=O)Cn1cc(C(F)(F)F)cc(Cl)c1=O)c1ccccc1 (stereo not drawn),-15%,-8,-4%,-2%,8,-2%,-2%,-18%,-17%,2%,4%
CCOc1ccc(C(=O)NCC(=O)N2CCC3CCCCC3C2)cc1OCC (stereo not drawn),14%,2,9%,3%,-3,0%,1%,-7%,6%,-1%,-3%
CCC1(C)Cc2c(sc3c2c(=O)n(C)c2nnc(SCc4ccc5c(c4)OCO5)n32)CO1 (stereo not drawn),1%,-16,3%,19%,-12,12%,1%,4%,19%,-2%,3%
CN1CCN(CC(=O)Nc2cccc(S(=O)(=O)N(C)c3ccccc3)c2)CC1,u,6,4%,x,2,x,x,x,6%,1%,4%

# Screens as filed in PubChem.
